# eIF4E 4G PPI – eIF4E–eIF4G protein interaction inhibitors, primary screen, biochemical, uHTS, TR-FRET, eIF4GI fragment; TR-FRET eIF4E-eIF4GI(517-606) binding, 2 h; inhibition, % at 21.7 µM; hit rate 0.37% among 220,000;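 active = inhibition above about 30%, limit read from the data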;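 note: 0% = full FRET control wells and 100% = background wells lacking eIF4GI fragment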
# EP2 modulator – EP2 receptor modulators, cAMP readout, primary screen, cell-based, HTRF cAMP, PGE2 stimulation. EP2-expressing cells, cAMP HTRF FRET, PGE2 co-stimulation. induction, % at 25 µM. Prostaglandin E2 receptor EP2 subtype (Homo sapiens), P43116. hit rate 0.83% among 260,000;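 active = compounds whose cAMP rise, as percent of the full-agonist control response, exceeds 60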;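 note: rat C6 glioma line stably carrying human EP2 under a CMV promoter; the protocol text gives 20 µM as final concentration; 100% = response of wells given 1 µM PGE2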
# Target sequence (P43116 whole entry, looked up): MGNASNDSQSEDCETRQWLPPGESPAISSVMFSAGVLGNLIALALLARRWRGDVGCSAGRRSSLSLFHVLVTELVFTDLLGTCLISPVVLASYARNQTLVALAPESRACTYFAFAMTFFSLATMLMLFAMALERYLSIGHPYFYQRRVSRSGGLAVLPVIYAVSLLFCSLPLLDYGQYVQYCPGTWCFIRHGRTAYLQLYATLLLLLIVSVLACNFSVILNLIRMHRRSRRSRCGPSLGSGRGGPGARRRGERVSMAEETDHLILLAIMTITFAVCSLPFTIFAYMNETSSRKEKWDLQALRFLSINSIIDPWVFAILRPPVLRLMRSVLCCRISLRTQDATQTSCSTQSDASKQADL
# NPY-Y1 PAM-ag – NPY-Y1 receptor potentiators or agonists, primary screen, cell-based; Neuropeptide Y receptor type 1 (Homo sapiens), P25929; NPY-Y1 expressing cells, potentiator/agonist activation; activation, % at 3.6 µM; hit rate 0.37% among 220,000; in the data active = activation above about 33%, passing the limit was not always enough;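 note: cells stimulated with NPY at EC10 then isoproterenol at EC100; 0% = low agonist plus stimulus and 100% = saturating agonist plus stimulus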
# NPY-Y1 antag – NPY-Y1 receptor antagonists, primary screen, cell-based; inhibition, % at 3.6 µM; Neuropeptide Y receptor type 1 (Homo sapiens), P25929; AID 1040, 2008; hit rate 1% among 200,000; HEK293-CNG Y1 cells, membrane potential fluorescence; NPY at EC95, then isoproterenol;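 active = inhibition above the campaign mean inhibition of all tested compounds plus 3 SD, cut at about 20% in these data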;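 note: 0% = DMSO wells given NPY plus isoproterenol and 100% = isoproterenol alone without NPY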
#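 Material: Y1- and CNG-channel-expressing HEK293 cells / Probe or stimulus: NPY 25 nM then isoproterenol 1 µM plus Ro 20-1724 25 µM / Doses: 3.6 µM single dose, DMSO 0.4% / Schedule: compound incubation 1 h at room temperature, readout 45 min post-stimulation / Signal: membrane potential fluorescence / Benchmarks: isoproterenol-only wells as full block versus NPY-plus-isoproterenol wells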
# S1P4 agonist – S1P4 receptor agonists, primary screen, cell-based. Sphingosine 1-phosphate receptor 4 (Homo sapiens), O95977. activation, % at 4.98 µM. hit rate 0.35% among 220,000. S1P4-expressing cell line, agonist reporter assay; in the data active = activation above about 11%;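 note: 0% = DMSO vehicle and 100% = reference agonist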
# Target sequence (O95977 whole entry, looked up): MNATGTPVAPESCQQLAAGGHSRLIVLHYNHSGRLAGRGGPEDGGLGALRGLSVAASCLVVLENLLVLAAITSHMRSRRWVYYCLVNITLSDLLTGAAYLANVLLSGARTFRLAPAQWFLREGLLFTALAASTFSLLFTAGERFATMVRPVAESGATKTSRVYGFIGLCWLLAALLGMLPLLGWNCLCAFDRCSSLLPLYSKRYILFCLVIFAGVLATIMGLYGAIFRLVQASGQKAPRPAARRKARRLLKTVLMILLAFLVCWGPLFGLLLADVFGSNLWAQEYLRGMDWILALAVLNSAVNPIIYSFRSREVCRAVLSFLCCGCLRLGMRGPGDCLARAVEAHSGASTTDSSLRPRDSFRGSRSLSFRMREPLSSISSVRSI
# p97 ATPase inh – inhibitors of human p97 ATPase, primary screen, biochemical | inhibition, % at 8 µM | recombinant p97 ATPase, Kinase-Glo ATP luminescence, 3 h | AID 1481, 2009 | hit rate 0.42% among 220,000 | Transitional endoplasmic reticulum ATPase (Homo sapiens), P55072; in the data active = inhibition above about 15%;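 note: 0% = DMSO vehicle and 100% = wells lacking enzyme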
# S1P4 antagonist – S1P4 receptor antagonists, primary screen, cell-based; Sphingosine 1-phosphate receptor 4 (Homo sapiens), O95977; S1P4-expressing cells, antagonist mode, reporter read-out; inhibition, % at 4.98 µM; hit rate 0.26% among 220,000; AID 1510, 2009; in the data active = inhibition above about 29%;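 note: 0% = wells stimulated with agonist and 100% = vehicle wells without agonist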
# NPY-Y2 PAM-ag – NPY-Y2 potentiators or agonists, primary screen, cell-based | activation, % at 3.6 µM | hit rate 0.45% among 220,000 | Neuropeptide Y receptor type 2 (Homo sapiens), P49146 | cells expressing NPY-Y2, potentiator/agonist read-out; in the data active = activation above about 27%;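 note: cells stimulated with NPY near EC25 plus isoproterenol at EC100; 0% = vehicle plus submaximal agonist and 100% = vehicle plus saturating agonist; some results beyond the cut were filed as inactive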
# PGE2 EP2 inh – human EP2 receptor antagonists, primary screen, TR-FRET cAMP, C6 glioma cells | Prostaglandin E2 receptor EP2 subtype (Homo sapiens), P43116 | C6 glioma cells expressing human EP2; cells stimulated with saturating PGE2 | inhibition, % at 25 µM | hit rate 0.52% among 260,000;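 active = percent inhibition above 40 after rounding to a whole number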;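 note: rat C6 glioma host cells with rolipram phosphodiesterase inhibitor present; the protocol text gives 20 µM as final concentration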
# * = called active by the depositor; . = no result given; [ ] = remark or other dose. These rows are one share of the data; the hit share may differ from the screen's.
smiles	eIF4E 4G PPI	EP2 modulator	NPY-Y1 PAM-ag	NPY-Y1 antag	S1P4 agonist	p97 ATPase inh	S1P4 antagonist	NPY-Y2 PAM-ag	PGE2 EP2 inh
CSc1ccc(S(=O)(=O)Nc2ccc(N3CCOCC3)c(Cl)c2)cc1	-7.5	-38.7	-14.6	8.0	1.7	2.1	-14.7	-10.8	19.7
CCOC(=O)C(NC(=O)c1ccc(F)cc1)(Nc1sc2c(c1C(N)=O)CCC2)C(F)(F)F (configuration not stated)	-10.3	14.1	-12.3	-3.1	0.1	-5.3	-10.2	1.6	2.8
O=C(c1cc(S(=O)(=O)N2CCCCC2)ccc1F)N1CCCCC1	2.4	41.3	-6.1	3.2	5.5	-7.4	-8.3	-12.2	3.8
O=C(O)c1ccccc1S(=O)CCO (configuration not stated)	-2.8[fluorescence artefact?]	22.4	-15.0	-1.1	-2.6	2.2	-26.3	-3.8	8.0
O=C(O/N=C(\c1ccccc1)c1ccccn1)c1ccc(Cl)c(Cl)c1	3.6	37.1	-26.7	3.9	-2.2	8.2	9.9	-0.3	6.0
CC(Oc1ccc(Br)cc1)C(=O)N1CCc2ccccc21 (configuration not stated)	3.3	-8.4	-15.5	-3.8	2.3	0.9	7.1	-2.8	14.5
CN1C(=O)c2ccc(NC(=S)NC(=O)C(C)(C)C)cc2C1=O	4.3	-3.0	-18.0	7.1	-0.5	0.6	-16.2	3.5	11.5
CC1NC(=O)NC1CCCCC(=O)O (configuration not stated)	1.1[fluorescence artefact?]	-4.9	-4.8	-2.5	1.6	4.7	-12.3	-7.1	10.3
CCOC(=O)C(C)(C)NS(=O)(=O)c1ccc(Cl)c([N+](=O)[O-])c1	0.6	2.7	36.7	1.3	-3.3	-2.8	26.1	21.7	8.3
Nc1nc2c(s1)CCc1c-2cnn1-c1ccccc1	39.4*	-23.0	5.9	-1.7	0.2	15.5*	-16.0	-11.2	40.0*
NCCCC[C@H]1CNC(=S)N1CCc1cccc(F)c1	-1.2	-1.6	-9.6	5.5	-1.1	8.6	-2.6	11.0	0.5
CN1CCN(c2ccc(CNS(=O)(=O)c3ccsc3)cc2)CC1	5.3	-8.7	7.7	.	0.7	13.7	0.9	-7.0	4.9
O=C(COC(=O)CNC(=O)c1ccc(Br)cc1)NCCC1=CCCCC1	-1.1	41.3	1.5	1.1	0.9	-2.7	-20.3	6.7	4.3
CCOC(=O)CN1C(=O)C(=O)c2cccc(C)c21	-1.7	14.5	19.6	6.6	0.9	4.7	3.0	23.8	11.2
O=C(CNC(=O)Cn1ccc2ccccc2c1=O)NCCCN1CCCCCC1	1.6	4.2	17.2	3.0	-0.3	0.9	-20.6	15.8	11.8
CCCCN(c1ccccc1)S(=O)(=O)N(C)C	-0.2	27.3	12.3	-0.9	0.4	5.2	-4.8	-2.2	4.2
COc1cc(OC)cc(C(=O)N[C@H](C(=O)OCC(=O)Nc2ccc(C)cc2C)C(C)C)c1	1.5	22.6	-25.6	-5.3	-0.8	-6.6	3.1	5.7	6.7
COc1ccc(-c2nc3cc(NC(=O)c4ccc5c(c4)OCO5)ccc3o2)cc1	-28.6	-20.0	-25.2	7.0	-0.3	-0.9	-14.3	-1.9	12.0
COc1ccc(-c2csc(-c3[nH]cnc3N)n2)cc1	-1.2	-61.7	-4.0	-0.7	0.7	5.2	-3.0	-21.9	9.4
CCCc1c(O)nc(SCC(=O)NCCc2ccc(OC)c(OC)c2)[nH]c1=O	2.1	12.7	-23.8	3.4	2.0	-2.6	-9.2	10.7	12.3
Nc1nnc(Cc2cccc(Br)c2)s1	5.8	-9.3	-19.3	.	2.5	-2.0	-4.3	-24.9	4.8
CCN(C(=O)CN1c2ccccc2CC1C)c1c(N)n(Cc2ccccc2)c(=O)[nH]c1=O (configuration not stated)	-25.8	2.0	5.9	6.7	-1.1	-3.2	-4.2	-1.5	5.3
COc1ccc(Cl)cc1NC(=S)N(Cc1ccccc1C)CC1CCC(C(=O)O)CC1 (configuration not stated)	5.5	-19.7	20.9	-2.1	1.2	2.2	-14.9	10.2	0.1
Cc1c(Cl)cccc1NC(=O)Nc1ccn(C)n1	2.9	20.2	9.7	-2.8	0.5	4.7	-19.2	4.9	7.2
CCC1SC2=NC(C)=C(C(=O)OC)C(c3ccc(C)cc3)N2C1=O (configuration not stated)	7.0	28.8	-6.0	6.3	-1.0	-3.0	-10.8	-9.4	-0.3
Cc1ccc(-c2nnc(OCC3CCCO3)c3ccccc23)cc1 (configuration not stated)	1.3	21.6	-10.1	5.0	0.6	-9.9	-0.5	5.1	3.7
O=C1OCC/C1=C\OCCCO/C=C1\CCOC1=O	85.8*	-1.1	-10.3	.	0.0	2.1	9.1	-8.5	9.7
CC1CN(Cc2ccccc2)c2nc3c(c(=O)n(C)c(=O)n3C)n2C1 (configuration not stated)	-6.5	23.3	-30.2	4.9	-0.9	-4.2	-8.0	-6.3	6.9
COC(=O)c1ccc(S(=O)(=O)N2CCN(CCO)CC2)n1C	3.7	0.3	7.0	.	0.1	10.1	0.8	-9.9	7.1
O=C(N1CCCCCC1)N1CCN(S(=O)(=O)c2ccccc2)CC1	5.8	34.0	-31.7	-0.4	2.5	-0.6	4.8	1.1	5.2
COC(=O)CN1C(=S)N(Cc2ccccc2)C(=O)C1CC(=O)Nc1ccc(Br)cc1 (configuration not stated)	-0.7	16.4	44.2*	-11.9	-0.1	6.8	7.6	34.6*	10.5
Cc1c(C(=O)NCCSCc2cccc(C(F)(F)F)c2)cnn1-c1ccc(Cl)cc1	-2.6	1.3	0.0	.	0.6	0.8	15.2	4.9	12.1
O=C(NCc1ccco1)c1ccc2c(c1)N(Cc1ccccc1)C(=O)CS2=O (configuration not stated)	8.7	20.3	-2.4	-4.6	-1.4	-6.3	-4.5	-7.2	4.6
CCCc1cc(-c2nc(-c3ccc(C)cc3)cs2)ccn1	1.9	38.9	-21.6	6.5	2.7	2.9	-11.9	-7.9	4.4
CCC(Cc1ccccc1)NC(=O)C1CCN(S(=O)(=O)c2c(C)noc2C)CC1 (configuration not stated)	3.0	15.2	-11.9	5.9	0.0	0.2	-4.4	-6.5	13.7
CC1CCCC(C)N1C(=O)CSc1nnc(CSc2ncccn2)n1C (configuration not stated)	-2.1	-23.5	-8.7	-1.6	7.2	3.9	7.3	-9.7	1.1
CCOc1cc(C)nc(NCCc2ccc(OC)c(OC)c2)n1	2.5	10.7	13.3	3.9	-1.4	2.2	-1.4	15.7	3.8
Cc1ccc(NC(=O)CCS(=O)(=O)c2ccc(Br)cc2)nc1	-26.9	-18.2	-2.4	4.5	-0.3	-4.9	-18.7	1.0	0.7
COc1cc2c(cc1NC(=O)COC(=O)CNS(=O)(=O)c1ccc(C)cc1)oc1ccccc12	-6.0	8.0	-11.7	-2.5	1.8	-6.0	5.9	3.8	2.3
C/C(=N\Nc1ccc(S(=O)(=O)Nc2ccccc2)cc1[N+](=O)[O-])c1ccc(N2CCOCC2)cc1	-1.2	-12.6	0.8	-4.3	-2.0	-3.6	-14.1	-2.3	7.0
Clc1ccc(CO/N=C2\CCCc3nonc32)cc1	8.6	12.0	-24.1	0.7	-1.1	-2.6	-11.8	-7.5	3.5
Cc1c(C2(O)C(=O)Nc3ccc(F)cc32)c(=O)n(-c2ccccc2)n1C (configuration not stated)	5.2	10.7	-0.7	2.9	-1.9	1.1	-19.0	7.0	6.5
Oc1c(Cl)cccc1C=Nc1cc(C(F)(F)F)ccc1N1CCCC1	0.9	32.9	-3.4	-1.1	-4.0	-3.5	13.9	-9.2	.
Cc1nc2ccccc2c2oc(C(=O)Nc3ccc(C(C)C)cc3)cc12	2.0	-18.2	17.1	3.4	2.3	-2.5	-12.0	-5.7	8.2
COc1ccc(CN(C)C(C)C(=O)Nc2ccc(S(=O)(=O)N3CCOCC3)cc2)c(OC)c1 (configuration not stated)	2.6	-57.9	15.2	5.3	1.9	-2.5	6.2	-7.5	2.6
CC(=O)c1ccc(NS(=O)(=O)c2ccccc2)cc1	-1.4	0.2	-9.6	2.9	4.0	2.8	-29.8	-4.1	5.5
Cc1cc(NC(=O)COc2c(C)cccc2C)no1	3.5	2.9	-4.3	-0.8	1.1	-0.1	-6.8	-8.1	4.2
O=C(CCS(=O)(=O)c1ccc(Br)cc1)N1CCN(c2ccc(Cl)cc2)CC1	-0.7	-7.9	10.8	0.4	-0.6	-2.2	-1.4	10.2	4.5

# 2 of the compounds above, as labelled records.
> O=C(CCS(=O)(=O)c1ccc(Br)cc1)N1CCN(c2ccc(Cl)cc2)CC1
- eIF4E 4G PPI = -0.7
- EP2 modulator = -7.9
- NPY-Y1 PAM-ag = 10.8
- NPY-Y1 antag = 0.4
- S1P4 agonist = -0.6
- p97 ATPase inh = -2.2
- S1P4 antagonist = -1.4
- NPY-Y2 PAM-ag = 10.2
- PGE2 EP2 inh = 4.5

> COc1cc2c(cc1NC(=O)COC(=O)CNS(=O)(=O)c1ccc(C)cc1)oc1ccccc12
- eIF4E 4G PPI = -6.0
- EP2 modulator = 8.0
- NPY-Y1 PAM-ag = -11.7
- NPY-Y1 antag = -2.5
- S1P4 agonist = 1.8
- p97 ATPase inh = -6.0
- S1P4 antagonist = 5.9
- NPY-Y2 PAM-ag = 3.8
- PGE2 EP2 inh = 2.3

# Next part
smiles	eIF4E 4G PPI	EP2 modulator	NPY-Y1 PAM-ag	NPY-Y1 antag	S1P4 agonist	p97 ATPase inh	S1P4 antagonist	NPY-Y2 PAM-ag	PGE2 EP2 inh
CCOC(=O)C1=C(C)NC(C)=C(C(=O)OCC)C1/C=C/c1ccccc1	-0.4	13.1	-24.4	3.9	-2.3	-3.9	9.5	-7.8	10.2
Cc1cc(=O)oc2c(CN(C)Cc3ccccc3)c(O)ccc12	4.3	22.2	-22.7	5.3	3.6	1.9	0.5	-1.9	.
Cc1[nH]c(=S)[nH]c(=O)c1CCC1OCCO1	-2.6	-12.2	-6.5	.	0.5	7.0	7.2	-6.0	9.9
OC1C[N+]2(CCCCC2)C1	2.7[fluorescence artefact?]	11.3	-6.6	1.3	0.9	2.9	1.1	-14.6	-3.4
O=C(NC(=O)c1ccc(F)cc1)Nc1nc(-c2cccs2)cc(C(F)(F)F)n1	4.9	27.3	10.1	-3.8	-0.4	-5.2	6.3	0.6	6.3
O=C(Nc1cccc(Cl)c1)c1ccncc1	-1.4[fluorescence artefact?]	9.2	-6.6	-3.6	-0.4	2.1	-8.7	5.4	9.6
COc1cccc(NC(=O)CN2C(=O)C3(OCCCO3)c3ccccc32)c1	-3.6	-4.6	2.6	-4.4	-1.6	4.0	7.3	23.1	11.9
CCOCCCn1c(C)nc2c(c1=O)c1nc3ccccc3nc1n2-c1ccc2c(c1)OCCO2	-3.1	34.7	-11.2	.	-0.2	3.1	6.3	2.9	12.0
O=C(Cc1ccccc1)Nc1ccc2oc(=O)ccc2c1	1.3	23.9	-9.9	8.0	-0.5	6.8	-0.6	-10.6	9.8
C=CCN=C(C)C1=C(O)CCC1=O	0.5	11.7	3.0	10.4	4.0	7.5	-10.9	-12.8	13.8
